From PubChem
SUMO1-SIM PPI: modulators of SUMO1 protein-protein interactions, primary screen, biochemical, uHTS. SUMO1 binding to a labelled peptide, TR-FRET, 1 h. inhibition, % at 20 µM. 360,000 compounds, 0.33% hits; in the data active = inhibition above about 37%
Target sequence (P63165 whole entry, looked up): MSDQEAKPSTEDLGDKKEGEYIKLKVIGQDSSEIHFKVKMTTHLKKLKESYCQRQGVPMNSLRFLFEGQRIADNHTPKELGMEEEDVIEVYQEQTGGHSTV
Rpn11 block: Rpn11 (PSMD14) deubiquitinase inhibitors, primary screen, biochemical, fluorescence polarization, uHTS | 26S proteasome non-ATPase regulatory subunit 14 (Homo sapiens), O00487 | human 26S proteasome, Ub4-pepOG fluorescence polarization; 20S core pre-blocked with epoxomicin | calls only at 20 µM | 360,000 compounds, 0.59% hits | AID 588493, 2011;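 active = inhibition at 20 µM, scaled to each plate's controls, above about 33%, limit read from the data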
LMPTP inh: LMPTP phosphatase inhibitors, primary screen, biochemical, fluorescence intensity, uHTS; 360,000 compounds, 0.22% hits; recombinant LMPTP-A, OMFP fluorogenic substrate; Low molecular weight phosphotyrosine protein phosphatase (Homo sapiens), P24666; inhibition, % at 20 µM;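 active = compounds that cut the enzyme signal by at least half of the control window in the single-dose screen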;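 also: plate controls were DMSO wells with enzyme plus substrate for no effect and substrate without enzyme for full effect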
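Test system: LMPTP-A phosphatase enzyme. Amount: LMPTP-A at 0.625 nM final in the reaction. Reagent: OMFP substrate, 400 µM final. Times: 50 min at room temperature. Signal: endpoint fluorescence intensity from OMFP dephosphorylation. Read-out basis: % inhibition. Benchmarks: no-enzyme and uninhibited controls.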
Rin1 Abl inh: inhibitors of Rin1-Abl protein binding, primary screen, biochemical, TR-FRET; Tyrosine-protein kinase ABL1 (Homo sapiens) + Ras and Rab interactor 1 (Homo sapiens), …; inhibition, % at 7.35 µM; 360,000 compounds, 0.4% hits; AID 588664, 2011; in the data active = inhibition above about 5%, passing the limit was not always enough
Neddylation inh: inhibitors of cullin neddylation, primary screen, biochemical, TR-FRET, uHTS, NAE and Ubc12; NEDD8-conjugating enzyme Ubc12 (Homo sapiens) + NEDD8-activating enzyme E1 regulatory …; calls only at 25 µM; 360,000 compounds, 0.58% hits; AID 651699, 2012; in the data active = inhibition above about 36%
STEP inh: STEP phosphatase inhibitors, primary screen, biochemical, fluorescence intensity, uHTS; Tyrosine-protein phosphatase non-receptor type 5 (Homo sapiens), P54829; recombinant STEP, OMFP fluorogenic substrate; inhibition, % at 20 µM; 360,000 compounds, 0.25% hits; AID 588621, 2011;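 active = inhibition at 20 µM, scaled per plate between control wells, above about 37%, limit read from the data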;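 also: 0% = DMSO with enzyme and substrate and 100% = substrate only without enzyme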
Target sequence (P54829 whole entry, looked up): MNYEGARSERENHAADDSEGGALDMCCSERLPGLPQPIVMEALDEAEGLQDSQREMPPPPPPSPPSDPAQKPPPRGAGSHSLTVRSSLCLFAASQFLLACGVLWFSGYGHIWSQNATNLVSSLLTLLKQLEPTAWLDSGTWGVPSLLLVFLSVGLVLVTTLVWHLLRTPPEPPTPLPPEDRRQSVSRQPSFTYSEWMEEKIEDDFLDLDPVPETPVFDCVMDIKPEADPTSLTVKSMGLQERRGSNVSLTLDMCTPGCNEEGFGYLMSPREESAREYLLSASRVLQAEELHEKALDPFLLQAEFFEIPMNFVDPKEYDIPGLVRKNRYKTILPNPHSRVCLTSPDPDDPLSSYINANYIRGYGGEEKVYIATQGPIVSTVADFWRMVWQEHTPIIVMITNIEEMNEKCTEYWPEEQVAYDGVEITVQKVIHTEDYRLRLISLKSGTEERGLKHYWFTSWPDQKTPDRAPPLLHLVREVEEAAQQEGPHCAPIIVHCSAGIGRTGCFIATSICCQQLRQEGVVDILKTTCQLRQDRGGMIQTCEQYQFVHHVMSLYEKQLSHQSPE
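Test system: STEP tyrosine phosphatase / Reagent: OMFP at 25 µM / Doses: 20 µM, 1% DMSO / Read-out: percent inhibition scaled to no-enzyme and uninhibited-enzyme controls, plate-pattern corrected / Detection: FITC-channel fluorescence of OMFP product / Medium: Bis-Tris buffer pH 6.0, 2.5 mM DTT, 0.005% Tween 20 / Schedule: 20 min at room temperature, dark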
CSN deneddyl inh: inhibitors of CSN-mediated cullin deneddylation, primary screen, biochemical, fluorescence polarization, uHTS | COP9 signalosome complex subunit 5 (Homo sapiens), Q92905 | AID 651999, 2013 | 360,000 compounds, 0.38% hits | inhibition, % at 12.5 µM | Purified CSN, SCF-Nedd8-OG deneddylation;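 active = pattern-corrected inhibition above about 35%, with an unprinted fluorescence ratio check between 0.5 and 1.5, limit read from the data, passing the limit was not always enough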;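 also: 0% = enzyme with substrate and 100% = substrate without enzyme; some results filed as inactive read as strong as hits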
Target sequence (Q92905 whole entry, looked up, one chain of several): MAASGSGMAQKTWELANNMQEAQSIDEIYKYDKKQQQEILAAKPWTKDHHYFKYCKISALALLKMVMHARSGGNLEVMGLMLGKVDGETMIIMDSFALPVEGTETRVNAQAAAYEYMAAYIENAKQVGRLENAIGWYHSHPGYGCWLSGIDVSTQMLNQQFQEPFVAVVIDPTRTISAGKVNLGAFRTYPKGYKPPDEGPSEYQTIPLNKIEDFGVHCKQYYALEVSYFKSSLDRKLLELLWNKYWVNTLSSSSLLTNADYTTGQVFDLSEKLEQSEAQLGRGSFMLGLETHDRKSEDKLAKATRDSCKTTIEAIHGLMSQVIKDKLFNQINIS
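test system = HEK293T-derived human Csn5 enzyme | amount = 0.24 nM Csn5 enzyme, final concentration | medium = Tris/NaCl/DTT buffer, pH 7.5 | schedule = 90 min reaction at room temperature | signal = FP | evaluation = inhibition of Csn5 cleavage, % | compound dosing = single dose of 12.5 µM compound with 0.25% DMSO | probe or stimulus = 10 nM SCFSkp2-Nedd8OG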
NadD inh: inhibitors of S. aureus NadD, primary screen, biochemical, colorimetric, uHTS; Nicotinate-nucleotide adenylyltransferase NadD (Staphylococcus aureus N315); 360,000 compounds, 0.78% hits; purified NadD enzyme, colorimetric absorbance read-out; inhibition, % at 20 µM; in the data active = inhibition above about 26%; also: some compounds past the cut are filed as inactive
Scp1 inh: Scp-1 phosphatase inhibitors, primary screen, biochemical, colorimetric, uHTS; Recombinant Scp1, phosphopeptide, malachite green phosphate absorbance; Carboxy-terminal domain RNA polymerase II polypeptide A small phosphatase 1 (Homo …; AID 493091, 2011; 340,000 compounds, 0.88% hits; inhibition, % at 20 µM;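 active = inhibition above about 50% at 20 µM, limit read from the data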;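 also: plate controls were DMSO wells with enzyme for no effect and wells lacking enzyme for full effect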
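Test system: SCP-1 phosphatase catalytic domain, residues 76-261; measured by: colorimetric phosphate reagent with accelerator and stabiliser, absorbance at 630 nm; timing: enzyme reaction 45 min at room temperature, colour 5 min, stabilisation 30 min; also added: Phosphorylated 17-residue peptide substrate; compound dosing: one concentration, 20 µM, with 1.0% DMSO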
DNMT1 block: human DNMT1 methyltransferase inhibitors, primary screen, biochemical, molecular beacon, fluorescence, HinP1I cleavage, uHTS | AID 588458, 2011 | inhibition (reported as % activation of signal), % at 10 µM | 360,000 compounds, 0.83% hits; in the data active = inhibition above about 50%
An asterisk follows results filed as active; i = inactive; . = not tested or not shown.

Start of the listing, in advance (4 entries):
SMILES	SUMO1-SIM PPI	Rpn11 block	LMPTP inh	Rin1 Abl inh	Neddylation inh	STEP inh	CSN deneddyl inh	NadD inh	Scp1 inh	DNMT1 block
CCOCCCNC(=O)CN1C(=O)C(CC)Oc2ccccc21 (stereo not drawn)	-1	i	-1.4	3	i	-3	1	8	0	-2
CCOc1ccccc1NC(=O)C1CCCCN1S(=O)(=O)c1ccccc1 (stereo not drawn)	-3	i	0.9	-1	i	0	0	-7	-15	1
CC(=O)N1CCN=C1SCc1ccccc1	-1	i	-0.2	0	i	-1	2	3	3	1
CC(C)c1ccc(NC(=O)c2n[nH]c(=O)c3ccccc23)cc1	3	i	0.2	4	i	1	1	8	-8	17

This part in full, from the first entry:
SMILES	SUMO1-SIM PPI	Rpn11 block	LMPTP inh	Rin1 Abl inh	Neddylation inh	STEP inh	CSN deneddyl inh	NadD inh	Scp1 inh	DNMT1 block
CCOCCCNC(=O)CN1C(=O)C(CC)Oc2ccccc21 (stereo not drawn)	-1	i	-1.4	3	i	-3	1	8	0	-2
CCOc1ccccc1NC(=O)C1CCCCN1S(=O)(=O)c1ccccc1 (stereo not drawn)	-3	i	0.9	-1	i	0	0	-7	-15	1
CC(=O)N1CCN=C1SCc1ccccc1	-1	i	-0.2	0	i	-1	2	3	3	1
CC(C)c1ccc(NC(=O)c2n[nH]c(=O)c3ccccc23)cc1	3	i	0.2	4	i	1	1	8	-8	17
O=C(NCCCN1CCCC1)c1ccc2c(c1)N(Cc1ccccc1F)C(=O)c1ccccc1S2(=O)=O	-3	i	6.7	0	i	-1	-2	0	-5	-4
O=C(Nc1cc(Cl)cc(Cl)c1)C(NCCO)c1ccccc1 (stereo not drawn)	5	i	-0.8	1	i	1	2	-10	-8	-1
COC(=O)C(N)Cc1ccc(OC)c([N+](=O)[O-])c1 (stereo not drawn)	-4	i	-4.8	-5	i	-2	-2	-2	-5	3
c1ccc2sc(SN3CCOCC3)nc2c1	3	i	1.1	1	i	0	-2	9	-2	0
CC(C)(C)c1cc2nc(N)nc(N)n2n1	-1	i	-1.8	1	i	3	7	0	-9	4
CC1(C(=O)NS(=O)(=O)c2ccc(F)cc2F)CCN1C(=O)C1(c2ccc(Cl)cc2)CCC1 (stereo not drawn)	0	i	-2.2	3	i	4	-5	1	.	-1
Cc1cc(NC(=O)CSCC(=O)OC(C)C(=O)c2cc(C)c(C)cc2C)no1 (stereo not drawn)	4	i	1.1	-1	i	0	0	-4	-4	2
CCOC(=O)C1(Cc2ccc(OC)cc2)CCN(C(=O)CCc2cccnc2)CC1	0	i	0.5	-3	i	-1	0	0	-6	11
CC(=O)c1sc(NC(=O)C2=NN(c3ccccc3)C(=O)CC2)nc1C	-13	i	-1.4	0	i	-3	0	-3	-2	0
Nc1cc(=O)[nH]c(=O)n1CC1CC1	3	i	-0.2	2	i	-3	0	0	4	1
COC(=O)c1sc2nc(C)cc(C)c2c1N	-11	i	1.7	5	.	0	1	-3	-2	-2
CC(C)c1nc(-c2ccc([N+](=O)[O-])cc2)cs1	-28	i	-0.2	3	i	-1	-6	3	-5	-1
CCCCCCNC(=O)CCNS(=O)(=O)c1ccc(C)cc1	-3	i	1.5	2	i	-2	7	-8	-1	-3
O=[N+]([O-])c1cc2c(cc1/C=N/NS(=O)(=O)c1ccc(Br)cc1)OCO2	-10	i	2.1	-3	i	2	-6	3	9	-4
Cc1cccc(C)c1NC(=O)N1CCN(c2nc3ccccc3s2)CC1	2	i	0.3	2	i	-2	-1	-4	2	-3
COc1ccc(S(=O)(=O)Nc2ccccc2C(=O)NCc2cccnc2)cc1	1	i	-0.3	0	i	-3	7	6	-2	0
Brc1ccc(OCc2cn3ccccc3n2)cc1	-1	i	-0.1	-2	i	-3	1	0	-4	9
Nn1c(SCC(=O)NCc2ccccc2)nncc1=O	-1	i	-1.8	1	i	1	-4	1	-4	0
C[C@@H]1CN([C@@H](C)CO)C(=O)CCCn2nncc2CO[C@@H]1CN(C)C(=O)Nc1ccc(N2CCCCC2)cc1	1	i	-1.3	-3	i	0	1	1	.	0
Cc1ccc(NC(=O)CSc2nc(NS(=O)(=O)c3ccccc3)cc(=O)[nH]2)cc1	0	i	30	1	i	1	5	9	-28	3
Clc1ccc(-c2nnn(Cc3nc4ccccc4s3)n2)cc1	1	i	3.8	1	i	-2	-3	-2	-8	-10
Cn1c(SCC(=O)NC(C)(C)C)nnc1-c1cccc(NC(=O)c2ccccc2F)c1	-16	i	-2.5	-2	i	0	-1	6	2	2
CN(CCOc1ccc(-c2ccn(S(=O)(=O)c3cccc4ccccc34)n2)cc1)c1ccccn1	-1	i	6.8	1	i	2	1	6	10	-6
CCOC(=O)C1=NN(c2ccccc2)C(=O)C1	-4	i	-0.4	0	i	4	-4	-5	-7	4
CC(C)C(=O)OCC(=O)Nc1ccc(N=Nc2ccccc2)cc1	-20	i	1.1	-4	i	0	-3	-11	-11	-2
COC(=O)c1ccccc1S(=O)(=O)NNC(=O)Nc1ccccc1	8	i	-0.5	0	i	-1	0	-9	-9	-2
CC(C)N(C(=S)NC1CC2CCC1C2)c1ccccc1 (stereo not drawn)	3	i	0.6	2	i	10	-7	3	-1	1
COC(=O)Cc1csc(Nc2ccccc2Cl)n1	0	i	-0.3	0	i	2	1	-3	-7	-2
CCOC(=O)Cc1c(C)nc2c(-c3ccccc3)c(-c3ccccc3)[nH]n2c1=O	19	i	0.2	2	.	-2	-2	11	6	0
Cc1cc(S(=O)(=O)Nc2ccc(C(=O)NCCN3CCOCC3)cc2)ccc1F	-4	i	1.4	-1	i	0	2	-3	.	1
COc1ccc(C(=O)NNC(=O)c2ccccc2[N+](=O)[O-])cc1[N+](=O)[O-]	-16	i	-2.2	2	i	-5	-5	1	5	0
CN(C)S(=O)(=O)Oc1cccc(C(=O)Nc2ccc(Cl)cc2)c1	3	i	0.5	1	i	0	-6	-9	-20	-9
NC(=O)CC(NC(=O)c1ccccc1)c1ccc(NCc2ccc(F)c(F)c2)c([N+](=O)[O-])c1 (stereo not drawn)	-36	i	0.3	-3	i	0	4	-1	-6	-6
COc1cccc(NC(=O)CN2CCN(c3nc(-c4cccc(OC)c4)cs3)CC2)c1	0	i	4.1	3	i	-3	2	-6	0	-2
Cc1cc(-c2n[nH]c(=S)n2/N=C/c2ccc(Cl)c([N+](=O)[O-])c2)n[nH]1	-1	i	-1.7	0	i	-3	-5	3	0	12
CCOC(=O)C1CCCN(C(=O)c2cc(Cl)ccc2Cl)C1 (stereo not drawn)	-2	i	1.5	2	i	0	0	4	0	1

2 entries picked at random from the list so far:
SMILES	SUMO1-SIM PPI	Rpn11 block	LMPTP inh	Rin1 Abl inh	Neddylation inh	STEP inh	CSN deneddyl inh	NadD inh	Scp1 inh	DNMT1 block
COC(=O)c1ccccc1S(=O)(=O)NNC(=O)Nc1ccccc1	8	i	-0.5	0	i	-1	0	-9	-9	-2
Clc1ccc(-c2nnn(Cc3nc4ccccc4s3)n2)cc1	1	i	3.8	1	i	-2	-3	-2	-8	-10

Additional entries:
SMILES	SUMO1-SIM PPI	Rpn11 block	LMPTP inh	Rin1 Abl inh	Neddylation inh	STEP inh	CSN deneddyl inh	NadD inh	Scp1 inh	DNMT1 block
COc1cc2c(cc1CNC[C@H]1O[C@@H](n3cnc4c(N)ncnc43)[C@H](O)[C@@H]1O)OCO2	2	i	-1.3	4	i	-1	-3	-3	-5	4
CN(C)c1ccc(C2NCC(CCl)O2)cc1 (stereo not drawn)	-9	i	-5.8	-5	i	1	-3	-1	-5	-4
CCOC(=O)CN1C(=O)N[C@@H](c2cccc(C(F)(F)F)c2)[C@@H](C(=O)OC)[C@H]1C	5	i	-1.8	2	i	2	-5	-5	5	3
COc1ccc(CCN(C)C(=O)c2cc(S(=O)(=O)N3CCCCCC3)ccc2OC)cc1OC	-52	i	-9.8	1	i	1	4	4	-11	-5
CCOC(=O)c1sc(NC(=O)/C=C/c2ccc(F)cc2)nc1C	0	i	-1.4	7	i	2	-6	12	-4	26
N#Cc1ccccc1Sc1ccccc1C(=O)Nc1ccccc1	2	i	-0.8	-5	i	5	-1	-6	-16	0
COc1ccc(C(=O)OCC(=O)c2ccccc2)cc1S(=O)(=O)N1CCOCC1	3	i	-0.7	-3	i	2	2	0	-9	-4
O=C(N/N=C/c1ccco1)c1cc([N+](=O)[O-])cc([N+](=O)[O-])c1	-28	i	-2.3	-4	i	1	-9	3	-6	-8
CCN(C(=O)COC(=O)c1cnc(C)cn1)C1CCCCC1	-5	i	2.0	0	i	-1	2	-4	4	-1
CC(C)(C#N)NC(=O)C1CCCN1S(=O)(=O)c1ccc2ccccc2c1 (stereo not drawn)	2	i	-0.3	-2	i	0	-6	-3	-7	-1
O=C(CNC(=O)c1cccs1)NCC(=O)OCc1ccc(F)cc1	2	i	-0.3	5	i	0	1	3	-1	2
